NR2F2 inh: NR2F2 (human) inhibition, primary screen | P24468 | HEK293T NGFI-A luciferase reporter, luminescence | inhibition, % at 8.6 µM | 370,000 compounds, 0.7% hits;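 active means inhibition above a per-plate cutoff, mean inhibition of test wells between control levels plus 3 SD, cut at about 38% in these data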;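 further: cells cotransfected with COUP-TFII expression vector driving the NGFI-A reporter; 0% = median of COUP-TF2 test wells and 100% = reporter-only cells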
Target sequence (P24468 whole entry, looked up): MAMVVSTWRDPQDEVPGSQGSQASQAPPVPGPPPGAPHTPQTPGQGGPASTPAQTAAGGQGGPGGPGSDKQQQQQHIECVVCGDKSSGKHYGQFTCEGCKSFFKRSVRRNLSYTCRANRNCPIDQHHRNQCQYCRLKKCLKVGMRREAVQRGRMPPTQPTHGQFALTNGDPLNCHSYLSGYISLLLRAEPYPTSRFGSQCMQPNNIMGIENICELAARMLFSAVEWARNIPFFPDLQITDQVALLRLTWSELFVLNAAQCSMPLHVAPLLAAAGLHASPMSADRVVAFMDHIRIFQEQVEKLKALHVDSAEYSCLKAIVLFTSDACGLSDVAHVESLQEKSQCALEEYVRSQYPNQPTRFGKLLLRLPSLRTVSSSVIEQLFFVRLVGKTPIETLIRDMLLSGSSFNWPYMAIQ
NOD2-RIPK2 inh: NOD2-RIPK2 protein interaction inhibition; O43353; CHO BLA complementation NOD2-RIPK2, CCF4 ratio; inhibition, % at 4.98 µM; 360,000 compounds, 0.38% hits; AID 624267; in the data active means inhibition above about 21%;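 further: 0% = vehicle only and 100% = reference blocker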
NR5A2 inv ag: suppresses constitutive activity of human LRH-1; inhibition, % at 3.6 µM; AID 602396; 360,000 compounds, 0.13% hits; O00482; HEK293T StAR-luciferase reporter, LRH-1 transfected, 24 h;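 active means inhibition above the mean inhibition of all tested compounds plus 3 SD, cut at about 73% in these data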;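 further: 0% = DMSO wells and 100% = reporter-only cells lacking LRH-1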
Target sequence (O00482 whole entry, looked up): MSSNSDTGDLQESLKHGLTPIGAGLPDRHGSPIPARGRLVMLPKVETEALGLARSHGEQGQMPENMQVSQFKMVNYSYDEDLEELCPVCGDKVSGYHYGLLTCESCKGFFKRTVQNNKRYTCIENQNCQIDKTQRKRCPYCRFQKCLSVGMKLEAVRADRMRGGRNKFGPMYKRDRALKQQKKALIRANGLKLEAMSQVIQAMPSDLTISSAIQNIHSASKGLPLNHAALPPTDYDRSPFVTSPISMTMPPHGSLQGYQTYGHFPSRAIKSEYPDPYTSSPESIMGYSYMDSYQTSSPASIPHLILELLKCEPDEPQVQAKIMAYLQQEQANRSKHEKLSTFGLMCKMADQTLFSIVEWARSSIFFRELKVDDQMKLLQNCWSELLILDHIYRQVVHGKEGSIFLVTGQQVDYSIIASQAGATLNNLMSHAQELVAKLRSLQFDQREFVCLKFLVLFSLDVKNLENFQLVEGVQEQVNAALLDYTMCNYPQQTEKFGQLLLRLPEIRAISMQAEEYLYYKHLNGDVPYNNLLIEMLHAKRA
NCOA3 inh: inhibits human SRC3 coactivator. Q9Y6Q9. HEK293 GAL4-SRC3 luciferase reporter, luminescence. inhibition, % at 3.6 µM. 360,000 compounds, 0.17% hits. AID 588352;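 active means inhibition above a per-campaign cutoff, the mean of all compounds plus 3 SD, cut at about 60% in these data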;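 further: 0% = DMSO-treated cells and 100% = gossypol-treated cells at 36 µM; higher means less SRC3-driven luciferase light from the GAL4 reporter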
NCOA2 inhibitor: human SRC2 (NCOA2) inhibition; inhibition, % at 9 µM; HEK293 GAL4-SRC2 luciferase reporter, luminescence; Q15596; 370,000 compounds, 0.17% hits; AID 651957;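 active means inhibition above the mean inhibition of all tested compounds plus 3 SD, set per campaign, cut at about 52% in these data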;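 further: 0% = DMSO treated cells and 100% = cells given Gossypol at 36 µM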
NCOA1 inh: inhibitors of human steroid receptor coactivator 1 (SRC1) | Q15788 | 360,000 compounds, 0.12% hits | HEK293 GAL4-SRC1 luciferase reporter, luminescence | inhibition, % at 3.6 µM;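 active means inhibition above the campaign mean plus 3 SD, with each screening campaign given its own cutoff, cut at about 60% in these data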;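 further: 0% = DMSO treated cells and 100% = gossypol at 36 µM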
ABHD5-PLIN5 inh: ABHD5-PLIN5 protein interaction inhibition; AID 602281; 360,000 compounds, 0.78% hits; inhibition, % at 4 µM; Split G. princeps luciferase complementation, luminescence, 4 h;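 active means inhibition above the mean inhibition across every tested compound plus 3 SD, cut at about 22% in these data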;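 further: 0% = DMSO only wells and the 100% control is not disclosed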
TLR9-MyD88 inh: blocks human TLR9 binding to MyD88; Q9NR96+Q99836; CHO BLA complementation TLR9-MyD88, CCF4 FRET ratio; inhibition, % at 4.98 µM; 340,000 compounds, 0.21% hits; AID 504734;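 active means inhibition above the mean over all tested compounds plus 3 SD, cut at about 21% in these data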;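 further: 0% = DMSO only wells and 100% = clavulanate BLA inhibitor control wells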
Exocytosis inh: blocks lytic granule exocytosis | TALL-104 LAMP-1 surface exposure, flow cytometry; cells stimulated with thapsigargin and PMA | inhibition, % at 10 µM | 360,000 compounds, 0.66% hits;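 active means inhibition above about 55%, limit read from the data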
TROY signal inh: TROY signaling inhibition; Q293 LMP1-TROYcd NF-kB luciferase reporter, 4 h; inhibition, % at 10 µM; 360,000 compounds, 0.98% hits; AID 1347056;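 active means compounds whose plate-normalised and pattern-corrected inhibition of the luciferase reporter signal at the single screening dose is 50% or more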
TWEAK-Fn14 inh: inhibitors of TWEAK-Fn14 interaction signaling | TWEAK-stimulated Fn14 reporter cells, luciferase luminescence, 8 h | inhibition, % at 10 µM | 360,000 compounds, 2% hits | AID 1159606; in the data active means inhibition above about 50%
Numbers without * were called inactive; . = no result given. This is a subset; the hit share may differ from the screen's.

Every second line gives: NR2F2 inh	NOD2-RIPK2 inh	NR5A2 inv ag	NCOA3 inh	NCOA2 inhibitor	NCOA1 inh	ABHD5-PLIN5 inh	TLR9-MyD88 inh	Exocytosis inh	TROY signal inh	TWEAK-Fn14 inh
COc1cccc(/C(O)=C2/C(=O)C(=O)N(Cc3cccnc3)C2c2ccco2)c1 (stereo not given)
→ -36	14	-14	3	-25	-16	-7	-5	-2	5	-3
Cc1ccc(N(C(=O)c2snc(C(N)=O)c2N)C(C(=O)NCC2CCCO2)c2ccc3ncccc3c2)cc1 (stereo not given)
→ 7	-1	7	-9	8	0	-3	-1	32	3	11
CCOc1cc(S(=O)(=O)NCc2ccc(OC)cc2)c(OCC)cc1-n1cnnn1
→ 10	-3	17	-17	-23	-7	1	-14	-4	4	-2
Cc1ccc(S(=O)(=O)N2CCN(C3CC(=O)N(CCc4ccccc4)C3=O)CC2)cc1C (stereo not given)
→ 18	2	8	25	-10	5	-6	-25	4	-14	9
COc1ccc(N2c3ccccc3CN(Cc3ccccc3)CC2Cc2cc(OC)c(OC)c(OC)c2)cc1 (stereo not given)
→ -2	-8	-26	-1	4	2	-13	-6	4	-25	-57
COc1ccc(C(=O)/C=C/c2cccnc2)c(OC)c1
→ -24	5	19	3	12	-1	22*	4	31	-5	34
Cc1cc2oc(=O)cc(CN(C)Cc3cccc(F)c3)c2cc1Cl
→ -1	5	0	-3	-20	13	0	20	28	-44	-16
O=C(CSc1nc2ncc(Cl)cc2[nH]1)Nc1ccccc1-c1ccccc1
→ -4	-1	4	-4	12	7	6	-1	22	45	35
COc1cc(-c2nc(S(=O)(=O)c3ccc(Cl)cc3)c(N(C)C)o2)cc(OC)c1OC
→ 0	-7	14	3	-32	1	9	-14	1	6	-24
CCCCCCCCn1c(=O)c(C(=O)OCC)c(O)c2ccccc21
→ 1	-2	9	0	-21	-7	-2	-1	4	21	-13
CCOc1ccc(N2C(=O)Nc3ccc(Br)cc3C2(O)C(=O)NCCN(C)C)cc1 (stereo not given)
→ 16	7	-5	-1	-9	-17	-3	3	-6	4	13
CC(=O)CC(c1ccc([N+](=O)[O-])cc1)c1c(O)c2ccccc2oc1=O (stereo not given)
→ 3	-11	17	-5	-22	-19	5	-1	-3	-5	10
Cc1nn(-c2ccccc2)c(N)c1C(c1ccc(C(C)C)cc1)c1c(C)nn(-c2ccccc2)c1N
→ -1	2	-15	11	6	-7	6	-4	-4	7	10
COc1ccccc1NC(=O)Nc1nc(CC(=O)Nc2cc(F)ccc2F)cs1
→ 12	3	-18	-7	0	-10	-13	-9	-2	-2	-5
O=C(NCc1ccccc1Cl)c1ccc2sc([C@@H]3O[C@H](CO)[C@H](O)[C@H](O)[C@H]3O)nc2c1
→ -1	7	2	-30	-14	15	0	.	5	5	-3
CCOc1ccc(CCNC(=O)c2ccc3nc(N4CCOCC4)sc3c2)cc1OCC
→ 22	-6	17	-8	-7	-5	5	4	-3	22	-3
CCOC(=O)C1=CCC(c2ccc(C#N)cc2)N(S(=O)(=O)c2ccc(C)cc2)C1 (stereo not given)
→ 8	7	7	17	9	10	-5	.	1	10	-7
COC(=O)c1oc2c(c1C)C(=O)CC(C)(C)C2
→ 22	-8	11	14	22	-11	-3	3	0	8	19
O=S(=O)(/C=C/c1ccccc1)NC1CCCCCC1
→ 22	-1	7	11	3	-14	-1	.	-1	-2	7
O=C(CC1Oc2ccccc2NC1=O)NC1CCCC1 (stereo not given)
→ 17	-13	22	-15	-2	7	2	0	-8	4	-9

A portion from the list above:
Every second line gives: NR2F2 inh	NOD2-RIPK2 inh	NR5A2 inv ag	NCOA3 inh	NCOA2 inhibitor	NCOA1 inh	ABHD5-PLIN5 inh	TLR9-MyD88 inh	Exocytosis inh	TROY signal inh	TWEAK-Fn14 inh
CC(=O)CC(c1ccc([N+](=O)[O-])cc1)c1c(O)c2ccccc2oc1=O (stereo not given)
→ 3	-11	17	-5	-22	-19	5	-1	-3	-5	10
Cc1nn(-c2ccccc2)c(N)c1C(c1ccc(C(C)C)cc1)c1c(C)nn(-c2ccccc2)c1N
→ -1	2	-15	11	6	-7	6	-4	-4	7	10

Next structures follow:
Every second line gives: NR2F2 inh	NOD2-RIPK2 inh	NR5A2 inv ag	NCOA3 inh	NCOA2 inhibitor	NCOA1 inh	ABHD5-PLIN5 inh	TLR9-MyD88 inh	Exocytosis inh	TROY signal inh	TWEAK-Fn14 inh
COc1ccc(/C=C/C(=O)OCC(=O)NCCc2ccccc2)c(OC)c1
→ -17	-10	6	9	-29	-7	0	3	-3	3	-33
CS(=O)(=O)c1nc(-c2ccccc2)c(-c2ccccc2)[nH]1
→ 3	-11	4	14	9	0	1	-9	1	-7	3
O=C(NCc1ccccc1F)Nc1ccc([N+](=O)[O-])cc1
→ -11	-5	-34	1	4	-5	0	1	3	-36	-4
COc1ccc2cc(C(=O)NCCc3ccccc3)[nH]c2c1
→ -32	-8	-93	-39	-50	-33	-1	-2	-19	-24	-13
CCOC1=NS(=O)(=O)c2ccccc21
→ 10	10	-13	6	-6	1	2	3	1	1	-13
COc1ccccc1NC(=O)c1ccccc1NS(C)(=O)=O
→ 10	-2	5	7	-3	10	-1	-4	-2	-12	-4
C#CCNC(=O)C[C@@H]1C[C@@]2(C(=O)OCC)CCCC=C2N(Cc2ccc3c(c2)OCO3)C1=O
→ 7	-8	1	.	1	.	-2	.	-3	-1	11
O=C(O)C1CCCN1S(=O)(=O)c1cccc(S(=O)(=O)N2CCCC2C(=O)O)c1 (stereo not given)
→ -3	-1	-2	7	-29	-22	-6	-4	-2	-3	3
Cc1nc(SCC(=O)c2cc(C)n(C3CC3)c2C)c2ccccc2n1
→ 9	-4	11	-4	-12	-33	3	6	-4	-6	8
COc1cccc(OC)c1C(=O)Nc1ccc([N+](=O)[O-])cn1
→ 7	-13	15	8	-35	4	-3	1	4	-10	-1
Cc1cc(=O)[nH]c(SCc2cccc(F)c2)n1
→ 1	12	-2	-13	-9	8	-4	-7	2	4	-16
Cc1ccccc1OC(C)C(=O)N1CCC(Cc2ccccc2)CC1 (stereo not given)
→ -2	3	7	-26	8	4	-5	-3	17	-23	-24
NS(=O)(=O)c1ccc(NC(=O)COC(=O)c2cnc(Cl)c(Cl)c2)cc1
→ 4	-8	9	17	-12	-2	-5	-1	0	11	4
O=C(CN(CCc1ccccc1)C(=O)CNS(=O)(=O)c1ccccc1)NCc1ccco1
→ -1	5	8	12	-17	-7	2	0	1	0	6
O=C(CSc1ncn[nH]1)N1CCOCC1
→ -14	-2	10	9	13	-8	-7	3	0	3	6
CC(=O)c1cccc(NC(=O)COC(=O)CC2CC3CCC2C3)c1 (stereo not given)
→ 10	2	-10	4	-1	-3	1	-2	6	-12	-17
Cc1cc(Cl)ccc1NC(=S)NCC(C)C
→ -3	2	5	13	-22	-12	1	4	8	-4	-4
O=C(O)C(Cc1ccccc1)N1C(=O)C2CCCCC2C1=O (stereo not given)
→ -14	-1	10	7	-23	-6	-4	-6	5	1	-14
COC(=O)[C@H](CC(C)C)NS(=O)(=O)N(Cc1ccccc1)[C@@H](CC(C)C)C(=O)OC
→ 4	-8	22	6	-14	-4	-11	-6	-5	10	1
Cc1cc(=O)[nH]c(SCC(=O)NN(c2ccccc2)c2ccccc2)n1
→ -9	-1	7	7	13	-15	4	-6	1	-14	-13
COc1ccc(C(C(=O)NCC2CCCO2)N(C(=O)CNC(=O)c2ccco2)c2ccc(C)c(C)c2)cc1OC (stereo not given)
→ 5	4	12	-23	-25	-12	-4	-10	-9	11	13
COc1ccccc1CCNC(=O)CSc1ccc(-c2cccs2)nn1
→ 0	-4	35	-1	-3	-5	9	5	0	1	-3
COc1ccc(-c2cc(C(=O)N/N=C/c3ccc4c(c3)OCO4)c3ccccc3n2)c(OC)c1
→ -31	2	25	-8	-29	8	0	7	0	5	-25
COc1ccccc1CNC(=O)COC(=O)CCN=C1NS(=O)(=O)c2ccccc21
→ -5	-1	-16	-17	-17	19	7	10	-6	-14	-15
CCCn1c(SCC(=O)N2CCc3ccccc32)nnc1-c1ccco1
→ -16	-3	17	13	-18	6	8	6	1	-7	-14
CCOc1ccc2nc(NC(=O)CSc3nc(-c4ccccc4)c(C#N)c(=O)[nH]3)sc2c1
→ -6	5	-20	-44	-14	-45	-6	-1	-6	6	-53
CN(C(=O)c1cccc(NC(=O)Cc2cccc(NC(=O)C3CCN(C(=O)C4CCC4)CC3)c2)c1)C1CC1
→ 1	1	11	-18	-18	-10	5	10	-13	-1	-22
Cc1onc(-c2ccccc2)c1C(=O)Nc1nc(-c2ccccc2)cs1
→ 0	-9	5	-8	-34	-9	11	5	0	15	7
CCN(CC)C(=O)c1ccc(CS(=O)(=O)c2ccc(Br)cc2)cc1
→ 15	-5	4	10	20	1	6	0	-6	10	4
CCCCc1nc(NCCN2CCOCC2)c(C#N)c2c1COC(C)(C)C2
→ 13	-10	13	3	-17	8	3	-5	-2	-14	2
CCOC(=O)C1CCN(Cc2nc3ccc([N+](=O)[O-])cc3c(=O)n2-c2ccc(OC)cc2OC)CC1
→ -23	5	21	5	8	4	-1	-3	-1	10	16
COc1cccc(N(CC(=O)N2CCOCC2)S(C)(=O)=O)c1
→ -16	1	-7	8	0	-8	-2	-3	-4	14	11
COc1ccccc1CNC(=O)c1cc(-c2ccc(F)cc2OC)n[nH]1
→ 0	0	-5	2	9	7	7	.	-2	-3	1
C/C(CC(=O)Nc1ccc(N(C)C)cc1)=N\NC(=O)c1ccncc1
→ 1	5	-2	4	-8	-15	4	-5	-6	6	-31
Cc1ccccc1NC(=O)C(C)Sc1nnc(CN2CCCC2)n1Cc1ccccc1 (stereo not given)
→ 0	2	-30	-1	-10	5	-6	-9	-2	10	-6

High-throughput results from PubChem.
